PKA-R2B activ: activators of PKA-R2B holoenzyme, primary screen, biochemical, fluorescence polarization, Cy5-IP20, human. activation, % at 11.4 µM. PKA-R2B holoenzyme dissociation; R2B truncated from residue 108, S112A mutant; 0% DMSO only, 100% 113 µM cGMP. cAMP-dependent protein kinase catalytic subunit beta (Homo sapiens) + cAMP-dependent …. 0.079% of 340,000 active;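 active = activation above a cutoff set at the mean over all compounds plus 3 SD, cut at about 18% in these data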;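 also: higher means more holoenzyme dissociation and a rise in polarization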
Target sequence (P31323 whole entry, looked up, other chains not shown, the tested form may be a part): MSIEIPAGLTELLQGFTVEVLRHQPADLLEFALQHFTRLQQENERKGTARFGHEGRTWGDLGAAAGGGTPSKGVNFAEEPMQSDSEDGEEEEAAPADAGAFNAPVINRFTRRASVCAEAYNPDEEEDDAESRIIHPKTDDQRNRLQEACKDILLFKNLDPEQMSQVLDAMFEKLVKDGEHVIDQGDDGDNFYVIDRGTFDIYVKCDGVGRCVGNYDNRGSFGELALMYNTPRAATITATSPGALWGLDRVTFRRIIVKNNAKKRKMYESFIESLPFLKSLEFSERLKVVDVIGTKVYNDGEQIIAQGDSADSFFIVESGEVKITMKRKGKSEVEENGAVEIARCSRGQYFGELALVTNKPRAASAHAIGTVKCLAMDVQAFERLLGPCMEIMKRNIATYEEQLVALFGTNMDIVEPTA
SUMO Mot1 rescue: yeast Mot1-301 growth rescue at high temperature, primary screen, SUMOylation pathway inhibitor project, S. cerevisiae, ATP luminescence, 38.5C. S. cerevisiae Mot1-301 growth rescue; percent above DMSO median, 100 means doubled. growth rescue, % at 18.8 µM. 1% of 320,000 active;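 active = every valid replicate shows activation above 250% relative to neutral control wells; inactive = the rest, any valid replicate at or below 250%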;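 also: OY570 slx delta 5 strain wells were the positive control but not used for scaling; some compounds called inactive have numbers as strong as hits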
PKA-R1A act: activators of PKA-R1A holoenzyme, primary screen, biochemical, fluorescence polarization, Cy5-IP20, bovine R1A, mouse PKAc | cAMP-dependent protein kinase type I-alpha regulatory subunit (Bos taurus) + … | PKA-R1A dissociation; scaled: DMSO 0%, 113 µM cGMP 100% | activation, % at 11.4 µM | 0.083% of 340,000 active | AID 504707, 2011;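 active = percent activation above the mean of all tested compounds plus 3 SD, cut at about 19% in these data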;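 also: higher means more PKAc released from R1A so a rise in polarization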
HTR5A inv ctr: HTR5A inverse agonists in luminescence cell assay, primary screen, counter-screen for OPRM1-OPRD1 heterodimer inverse agonist project, full-deck HTS; HTR5A cell line, inverse agonism; inhibition, % at 9.3 µM; 0.083% of 340,000 active; in the data active = inhibition mostly above about 23%, no sharp cut-off; inactive = mostly below about 18%;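 also: 0% = cells with DMSO and 100% = no-cell wells with DMSO; some compounds called inactive have numbers as strong as hits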
DAGLB inhibitor: DAGLB lipase inhibitors, primary screen, biochemical, fluorescence, HTS; inhibition, % at 5.17 µM; HEK293T DAGLB membrane lysate, EnzChek fluorogenic substrate; Diacylglycerol lipase-beta (Homo sapiens), Q8NCG7; 0.059% of 340,000 active; in the data active = inhibition above about 34%;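 also: 0% = enzyme with vehicle and 100% = wells lacking enzyme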
Ecoli viability: E. coli V3065 growth inhibition, primary screen, counter-screen for AddAB inhibitor project, absorbance, OD600; 18 h; inhibition, % at 11.9 µM; 0.27% of 330,000 active; AID 449728, 2010;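 active = inhibition above the campaign's mean inhibition across all tested compounds plus 3 SD, cut at about 9.9% in these data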;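 also: uninfected addAB+ strain grown without phage in ampicillin broth; 0% = DMSO wells and 100% = ciprofloxacin 0.95 µg/ml wells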
AddAB inh: growth inhibition of E. coli expressing H. pylori AddAB, primary screen, AddAB inhibitor project, absorbance. inhibition, % at 11.9 µM. 0.29% of 330,000 active. AID 435030, 2010; in the data active = inhibition above about 12%;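 also: 0% = vehicle wells of infected cells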
phage Ecoli inh: growth loss of phage-infected E. coli, primary screen, RecBCD inhibitor project, absorbance, with phage, HTS | 0.26% of 360,000 active | inhibition, % at 11.9 µM | AID 651602, 2012; in the data active = inhibition above about 11%
HTR5A ag: HTR5A agonists in luminescence cell assay, primary screen, counter-screen for OPRM1-OPRD1 heterodimer agonist project, full-deck HTS | 5-hydroxytryptamine receptor 5A (Homo sapiens), P47898 | cell-based | activation, % at 9.3 µM | 0.61% of 340,000 active | AID 504692, 2011; in the data active = activation mostly above about 9.5%, no sharp cut-off; inactive = mostly below about 7.6%;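 also: 0% = cells with vehicle only and 100% = reference agonist; strong numbers were not always called active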
CDK5 inh: inhibitors of human CDK5/p35 kinase, primary screen, biochemical, single concentration. 0.01% of 330,000 active. AID 488839, 2010. Cyclin-dependent kinase 5 (Homo sapiens) + Cyclin-dependent kinase 5 activator 1 (Homo …. Recombinant CDK5/p35, ADP-Glo luminescence, 60 min. inhibition, % at 10 µM;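 active = highest replicate inhibition of at least 50% and at least 75% of replicates reaching 50%; inconclusive = only one of the two criteria met; inactive = both criteria failed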;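 also: plate controls were DMSO neutral control for no effect and GW8510 at 10 µM for full effect; many of its hits are not listed in these tables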
Target sequence (Q00535 whole entry, looked up): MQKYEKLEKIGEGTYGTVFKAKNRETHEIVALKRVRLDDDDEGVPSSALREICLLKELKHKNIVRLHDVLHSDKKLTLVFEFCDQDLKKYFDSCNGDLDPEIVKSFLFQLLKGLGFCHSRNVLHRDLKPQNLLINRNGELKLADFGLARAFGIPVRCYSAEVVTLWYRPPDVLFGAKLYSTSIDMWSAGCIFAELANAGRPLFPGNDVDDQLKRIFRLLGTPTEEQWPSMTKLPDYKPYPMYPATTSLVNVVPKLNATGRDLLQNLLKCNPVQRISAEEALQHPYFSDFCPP
Target sequence (Q15078 whole entry, looked up): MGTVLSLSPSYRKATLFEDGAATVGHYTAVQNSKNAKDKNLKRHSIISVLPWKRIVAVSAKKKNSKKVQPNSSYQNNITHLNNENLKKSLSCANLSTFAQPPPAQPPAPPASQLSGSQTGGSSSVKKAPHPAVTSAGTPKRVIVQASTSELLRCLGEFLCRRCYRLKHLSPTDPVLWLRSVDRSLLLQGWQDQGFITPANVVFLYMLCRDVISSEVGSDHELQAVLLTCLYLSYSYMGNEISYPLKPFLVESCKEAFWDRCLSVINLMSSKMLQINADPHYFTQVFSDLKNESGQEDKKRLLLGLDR
Tat transport: E. coli Tat export inhibitors, primary screen, MC4100, TorA-mCherry reporter, fluorescence, single point; inhibition, % at 10 µM; 0.036% of 340,000 active;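 active = mean replicate inhibition at least 50% and at least half of replicates individually reaching 50%; inconclusive = only one of the two criteria met; inactive = neither criterion met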;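 also: exported cargo escapes ClpAP degradation while cytoplasmic cargo is degraded and loses fluorescence; 0% = median of neutral control wells and 100% = median of NaSCN control wells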
Active calls of the source: *; ? = inconclusive; . = no result given.

SMILES	PKA-R2B activ	SUMO Mot1 rescue	PKA-R1A act	HTR5A inv ctr	DAGLB inhibitor	Ecoli viability	AddAB inh	phage Ecoli inh	HTR5A ag	CDK5 inh	Tat transport
Cc1onc(-c2ccccc2)c1C(=O)NCCc1ccncc1	4	1	-6	-25	1	1.9	0.9	1.3	7	-4.6	0
COc1ccccc1CNC(=O)CSc1nc2c(oc3ccccc32)c(=O)n1CC1CCCO1 (stereo unspecified)	-9	2	3	6	-2	0.3	-1.4	1.8	-2	0.0	1
Cc1ccc(NC(=O)c2oc3ccccc3c2COC(C)C)cc1S(=O)(=O)N1CCOCC1	-8	0	-14	-1	-4	-1.0	-0.7	3.3	0	-1.4	8
CCOC(=O)c1cc(-c2ccc(C)o2)nn1CCC#N	3	347*	-20	7	1	1.2	4.1	3.5	-3	0.4	-1
CCOc1ccc(Br)cc1-c1noc(-c2cccs2)n1	-4	-8	-10	13	-9	-1.5	2.7	1.2	2	-1.9	-7
O=C(CSc1ncnc2c1nnn2-c1ccc(F)cc1)NCc1ccco1	2	2	-7	1	-9	1.5	-1.1	4.9	0	1.9	-11
O=C(c1ccco1)N1CCN(C2CC(=O)N(c3ccc(F)c(Cl)c3)C2=O)CC1 (stereo unspecified)	4	551*	1	-11	1	-0.3	4.5	1.3	4	0.6	-7
CCC1(CC)C(=O)C(C)(C)C(=O)OC1c1ccccn1 (stereo unspecified)	6	432	2	-3	-2	2.0	2.5	3.6	1	0.8	-2
Cc1[nH]c2ccccc2c1CCN(Cc1cccnc1)C(=S)Nc1ccc(F)cc1	3	6	2	-16	1	1.9	3.0	1.6	5	0.7	11
O=C(Nc1cccc([N+](=O)[O-])c1)C1C2CC/C=C\CCC21 (stereo unspecified)	-6	11	-10	-19	-7	1.2	1.4	2.6	-1	0.2	1
C=C1CCN([C@@H](CC(C)C)C(=O)Nc2ccc(OC)cc2)S(=O)(=O)c2ccccc21	5	-2	13	-25	-3	0.5	2.1	2.8	-3	-0.6	-1
CCOc1ccc(/C=C/C(=O)N(CC)CC(=O)Nc2ccc3c(c2)OCCO3)cc1OCC	4	1	-7	3	0	-1.1	0.4	2.4	2	0.0	-8
CN(C)CCCCCNCCCNC(=O)/C=N\O	15	-29	-4	0	3	0.9	1.8	-1.1	-1	2.4	-5
COc1ccc([N+](=O)[O-])cc1NC(=O)c1cn(-c2ccc(Cl)cc2)c(=O)c2ccccc12	-9	8	6	-14	-2	-1.1	-0.5	4.1	1	-0.6	-7
COCCNC(=O)/C(C#N)=C/c1nc(N(C)C)n(-c2ccc(F)cc2)c1Cl	7	3	-5	4	1	0.0	-0.9	6.0	-2	-1.3	3
CC(C)/C(=N/Nc1ccccc1[N+](=O)[O-])c1ccccc1	-10	2	0	6	12	1.3	1.2	5.9	2	-3.0	1
CC(=O)Nc1ccc(NC(=O)CSc2ccccn2)cc1	2	-21	-9	-41	-2	-0.3	1.5	2.4	4	1.5	?
Cc1c(C(=S)Nc2ccccc2)cnn1-c1ccc([N+](=O)[O-])cc1	-3	36	-9	-24	-1	4.3	6.6	6.3	7	-1.5	-4
CCN(CC)CCCCCCCCOC(=O)c1cc(OC)c(OC)c(OC)c1	-11	29	5	-8	4	-1.0	-0.4	4.6	-2	-2.2	-1
COc1ccc(NC(=O)CCSc2ccc3ccccc3n2)cc1	-8	-1	-4	-14	-6	-1.2	3.3	2.5	4	2.6	1
O=C(CN1CCN(c2ccccn2)CC1)N1c2ccccc2CCc2ccccc21	-3	0	1	2	1	-1.4	1.7	1.0	0	-1.4	-15
Cc1cc2cc(CN(CC3CCCO3)C(=O)c3cnccn3)c(=O)[nH]c2cc1C (stereo unspecified)	1	-4	-5	2	5	0.8	1.5	2.7	-1	0.8	9
NC(=O)c1cc(S(=O)(=O)Nc2ccc(OC(F)(F)F)cc2)cs1	-15	0	-3	3	2	1.0	-0.3	2.8	-1	0.7	-2
CCOc1cc2c(cc1OCC)C(C(=O)O)C(c1ccc(OC)c(O)c1)N(C)C2=O (stereo unspecified)	8	-1	-1	-4	0	-1.9	-1.2	1.3	2	-1.4	-10
CCOCCCNC(=O)/C(C#N)=C/c1ccc(-c2ccc(S(=O)(=O)N3CCOCC3)cc2)o1	-10	22	-10	10	-1	3.5	3.0	.	-4	-0.4	4
CCC(C(=O)Nc1nc(C)cs1)c1ccccc1 (stereo unspecified)	-3	-19	-5	7	0	0.5	1.9	1.5	-5	-0.7	-5
CN(C)c1ccc(S(=O)(=O)NCC(=O)N2CCN(c3ccccc3)CC2)cc1[N+](=O)[O-]	-1	-23	-3	-5	5	1.3	4.9	-0.8	0	0.5	5
Cc1cc(Br)ccc1NC(=O)CN(C)C(=O)CN1C(=O)NC(C)(C2CC2)C1=O (stereo unspecified)	11	-6	-13	11	1	-1.1	2.0	-0.8	-5	0.1	-2
O=C(CCc1ccccc1)NNC(=O)COc1ccc(Br)cc1	1	2	9	-19	-2	-3.5	1.2	2.0	1	0.1	-2
O=C(N/N=C\c1cc(Br)c(Br)o1)C1COc2ccccc2O1 (stereo unspecified)	7	-19	-1	-13	-4	2.8	2.1	0.0	2	1.0	-4
CCCCOc1ccccc1C1NC(=O)NC(C)=C1C(=O)OCCOCC (stereo unspecified)	3	-9	-4	-7	2	0.7	0.6	1.1	3	-0.5	5
COc1cccc(-c2ncc3ccccc3c2COC(=O)c2ccco2)c1	-3	17	6	-14	0	-0.4	-0.8	2.3	-6	-1.3	-11
COc1cc(CNCc2ccc(OC)c3ccccc23)cc(OC)c1OC	2	33	-8	-1	-2	.	.	-0.3	0	-5.3	-13
C[C@@H]1CCC[C@H](C)N1Cc1nc(Cc2ccccc2Cl)no1	-7	-7	3	-8	-6	3.0	1.5	4.1	-1	1.4	3
O=C(O)c1nc(Cl)c(Cl)c(N/N=C/c2ccccc2C(F)(F)F)c1Cl	-5	-9	-3	-10	9	1.4	0.5	-0.3	4	0.8	9
COCC(=O)N1CCC(Oc2ccc(C(=O)N3C[C@@H]4CCC[C@H]3C4)cc2)CC1	4	.	-6	-2	0	.	.	3.5	0	-0.4	0
OC(COc1ccc2c(c1)CCC2)CN1CCN(c2ccccc2F)CC1 (stereo unspecified)	4	22	-5	2	-7	0.4	2.3	1.5	-1	4.0	-6
COC(=O)CC#N	1	-3	1	-2	0	-0.9	0.8	3.5	1	-2.6	6
CCOC(=O)c1c(C)[nH]c(C)c1S(=O)(=O)NCCN1CCN(c2cc(Cl)ccc2C)CC1	-14	8	6	13	-2	-1.9	-0.4	-1.0	1	-0.5	1
COc1ccc2cc(-c3cc(C(=O)OCC(=O)Nc4c(C)n(C)n(-c5ccccc5)c4=O)c4ccccc4n3)ccc2c1	-5	.	1	3	0	.	.	3.1	0	-0.6	4

Reprinted from the part before: two entries; new compounds follow.
SMILES	PKA-R2B activ	SUMO Mot1 rescue	PKA-R1A act	HTR5A inv ctr	DAGLB inhibitor	Ecoli viability	AddAB inh	phage Ecoli inh	HTR5A ag	CDK5 inh	Tat transport
CCOC(=O)c1c(C)[nH]c(C)c1S(=O)(=O)NCCN1CCN(c2cc(Cl)ccc2C)CC1	-14	8	6	13	-2	-1.9	-0.4	-1.0	1	-0.5	1
COc1ccc2cc(-c3cc(C(=O)OCC(=O)Nc4c(C)n(C)n(-c5ccccc5)c4=O)c4ccccc4n3)ccc2c1	-5	.	1	3	0	.	.	3.1	0	-0.6	4
Cc1nn(-c2ccccc2)c(C)c1C(=O)OC(C)C(=O)Nc1ccc(C(N)=O)cc1 (stereo unspecified)	4	-6	-7	5	0	-1.6	-0.2	1.5	-1	-0.8	-1
O=C(Nc1ccccc1)Nc1ccc2ccccc2c1	3	2	13	-7	-1	-2.0	1.7	1.2	8	0.4	1
Cc1ccc(-c2nc3ncccc3o2)cc1NC(=O)C(C)(C)C	5	355	-10	-3	0	1.6	4.7	-1.1	1	-1.5	4
O=C(COC(=O)c1cc(-c2cccs2)nn1-c1ccccc1)Nc1cccc([N+](=O)[O-])c1	7	-5	-6	4	-2	-0.3	-0.1	6.0	-1	-9.1	12
O=C(N[C@@H](Cc1ccccc1)C(=O)O)c1cccnc1	0	-9	-1	2	-2	-2.0	3.1	-0.1	-1	0.7	-3
COc1ccc(Nc2nc(OC)nc(N3CCN(c4ccc(OC)cc4)CC3)n2)cc1	-16	.	-3	11	2	.	.	-0.1	4	-1.6	3
CC1(C)Oc2ccc3ccc(=O)oc3c2/C(=C/NCCO)C1=O	-2	3	3	6	0	1.0	1.6	1.4	0	0.7	-14
CCN(C(=O)COC(=O)CCC1CCCC1)c1c(N)n(Cc2ccccc2)c(=O)[nH]c1=O	-2	.	-16	25	1	.	.	3.5	-9	0.3	3
O=S(=O)(N[C@@H]1C[C@H]2CC[C@@H]1C2)c1cccs1	-2	5	-3	-60	6	-0.7	0.6	-1.7	-2	2.9	1
C/C(=N\N=c1/scc(C)n1Cc1ccco1)c1cccc([N+](=O)[O-])c1	12	4	-3	-5	3	-0.7	-0.2	2.7	-1	-1.2	3
Cc1[nH]c(=O)[nH]c(=O)c1S(=O)(=O)N1CCCCC1	-2	50	-6	-11	0	-2.1	2.3	0.9	0	-0.2	-2
CCOC(=O)c1c(CSc2ccccc2)n(C)c2cc(Br)c(OC)c(O)c12	-4	-4	4	1	-16	-0.7	2.9	3.2	0	-1.3	0
O=c1c2ccccc2nc(/C=C/c2ccccc2)n1CCc1ccccc1	-4	9	2	-17	1	2.9	3.0	2.2	3	-0.1	-3
CCOc1ccc(CN(C)C(=O)c2cc3ccccc3o2)cc1OC	7	1	7	-3	-2	-0.3	4.7	2.6	4	-0.4	2
COc1c(C(=O)Nc2ccc(Cc3ccncc3)cc2)ccc2ccccc12	5	51	-4	-14	-3	2.4	2.8	0.1	3	1.5	0
O=C(CCn1nnnc1CN1CCOCC1)N1CCC(c2ccccc2F)C1 (stereo unspecified)	-4	232	-4	-2	0	0.6	0.8	-0.3	1	-2.2	5
O=C(O)CC(NC(=O)C12CC3CC(CC(C3)C1)C2)c1cc([N+](=O)[O-])ccc1Cl (stereo unspecified)	9	-3	4	-20	2	-0.9	-0.3	0.3	0	-0.1	-6
COCc1c(C(=O)N/N=C/c2cccc3ccccc23)nnn1-c1nonc1N	-1	596	1	-14	0	-0.3	2.4	2.9	5	-2.4	-15
CSc1ccc(NC(=O)N2CC=C(n3c(=O)[nH]c4ccccc43)CC2)cc1	-9	13	-5	-18	2	-0.2	-2.1	1.6	1	1.7	14

Screening data deposited in PubChem BioAssay by several laboratories.
